Assay outcomes deposited in PubChem by Emory University Molecular Libraries Screening Center.
14-3-3 PPI = alters human 14-3-3 gamma binding to Raf peptide; FP, 14-3-3gamma / TMR-pS259-Raf peptide binding; inhibition, % at 40 µM; 0.19% of 160,000 active; AID 422; in the data active = inhibition above about 30%;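 also: 0% = protein plus tracer without compound and 100% = blank with tracer alone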
Target sequence (P61981 whole entry, looked up): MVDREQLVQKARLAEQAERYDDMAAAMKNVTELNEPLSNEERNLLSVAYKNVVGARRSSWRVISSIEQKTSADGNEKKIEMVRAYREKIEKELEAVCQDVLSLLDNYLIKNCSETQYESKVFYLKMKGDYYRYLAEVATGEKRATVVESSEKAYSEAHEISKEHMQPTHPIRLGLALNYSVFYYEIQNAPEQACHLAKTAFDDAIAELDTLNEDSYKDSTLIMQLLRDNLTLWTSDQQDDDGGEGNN
Starred values were filed as active, the others as inactive; & = joins results of further samples. This is a subset, so the mix of outcomes need not match the whole.

14-3-3 PPI,compound
1,Cc1nn(C(=O)c2ccccc2)c(C)c1Sc1ccccc1
-2,Oc1ccc(Br)cc1C=Nc1ccccc1-c1nc2ccccc2[nH]1
0,O=C(C1=NN(c2ccccc2)C(=O)CC1)N1CCCCCC1
-2,O=C1CSC2(C(=O)Nc3ccccc32)N1c1ccc(F)cc1 (stereo not drawn)
-12,c1ccc2nc3c(cc(N4CCOCC4)c4ccccc43)nc2c1
-4,CC(C)CC1CCCC(CC(C)C)N1CCO (stereo not drawn)
-3&6,O=C(CN1C2=NCCN2c2ccccc21)c1ccc2c(c1)OCO2
-3,O=C(c1cc2nc(-c3ccc(F)cc3)cc(C(F)(F)F)n2n1)N1CCCC1
-8,CCn1cc(C(=O)N2CCc3ccccc32)c(=O)c2cc(S(=O)(=O)N3CCc4ccccc4C3)ccc21
-20,CCOc1ccc(-n2c(-c3ccc(Br)cc3)nc3c(cnn3-c3ccccc3)c2=O)cc1
0,CCOc1ccccc1C1C(C(=O)OC)=C(C)Nc2nnnn21 (stereo not drawn)
-9,COc1ccc(C)cc1NC(=O)c1ccoc1C
-6,Cc1ccc2c(c1)NC(=O)C(N1CCOCC1)(C(F)(F)F)O2 (stereo not drawn)
-13,Cc1ccc(NC(=O)CN(Cc2ccccc2)S(=O)(=O)c2ccc(Br)cc2)cc1
3,COc1ccc(CCNC(=O)CCSc2nc(-c3ccco3)cc(C(F)(F)F)n2)cc1OC
-10,COC(=O)CSc1nc2c(c(=O)[nH]c(=O)n2C)n1Cc1cccc(C)c1
-2,O=C(NCc1cccs1)c1cc(-c2ccccn2)nc2ccccc12
-5,COc1ccc(-c2c(C(F)(F)F)oc3cc(OC(=O)c4cccs4)ccc3c2=O)cc1OC
-6,CC(=N/C(N)=N/c1nc(C)c2cc(C)ccc2n1)c1ccccc1C(=O)O
-4,CC(C)(C)CC(C)(C)NC(=O)Nc1ccc2nsnc2c1
-20,CCOc1ccc2nc(SCCC(=O)Nc3ccc(OC)cc3)sc2c1
-5,CN(C)c1ccc(C2C3=C(CCCC3=O)Nc3nc(SCc4ccc([N+](=O)[O-])cc4)[nH]c(=O)c32)cc1 (stereo not drawn)
25,CCCCN1COc2c(c3c(C(C)=O)c(C)oc3c3ccccc23)C1
-4,COc1ccc(CCNC(=O)c2ccc3c(c2)N(Cc2ccc(Cl)cc2)C(=O)CS3)cc1OC
-5,O=C(O)C1CC(=O)N(c2ccc(OCc3ccccc3Cl)cc2)C1 (stereo not drawn)
1,CCc1cccc(NC(=O)CN2C(=O)NC3(CCCCCCC3)C2=O)c1
8,Cc1cccn2c(=O)c3cc(C(=O)NCc4ccco4)c(=N)n(CCOCCO)c3nc12
-2,CCc1ccc(-n2c(=O)c3c(C)c(C(=O)N(C)C)sc3n(CC(=O)Nc3ccccc3F)c2=O)cc1
3,CN(c1ccc(Br)cc1)S(=O)(=O)c1ccc2c(c1)CCN2C(=O)C1CC1
0,CCCc1[nH]nc2c1C(c1ccc(OCCN3CCOCC3)c(OCC)c1)C(C#N)=C(N)O2 (stereo not drawn)

Some of the entries above, set out differently.
canonical_smiles: COc1ccc(CCNC(=O)c2ccc3c(c2)N(Cc2ccc(Cl)cc2)C(=O)CS3)cc1OC
  14-3-3 PPI = -4
canonical_smiles: CN(c1ccc(Br)cc1)S(=O)(=O)c1ccc2c(c1)CCN2C(=O)C1CC1
  14-3-3 PPI = 3
canonical_smiles: O=C(O)C1CC(=O)N(c2ccc(OCc3ccccc3Cl)cc2)C1 (stereo not drawn)
  14-3-3 PPI = -5
canonical_smiles: Cc1cccn2c(=O)c3cc(C(=O)NCc4ccco4)c(=N)n(CCOCCO)c3nc12
  14-3-3 PPI = 8

(continued)
14-3-3 PPI,compound
-1,CCCOc1ccc(NC(=O)C2CC(=O)N(C)C(=Nc3ccc(OC)cc3)S2)cc1 (stereo not drawn)
-1,COc1cc2c(cc1OC)C(COc1ccc([N+](=O)[O-])cc1)N(C(=O)CCCCl)CC2 (stereo not drawn)
-13,Cn1cnnc1SCC(=O)c1ccc(F)cc1
4,CCn1c(COc2ccccc2)nnc1SCC(=O)C(C)(C)C
-10,CCOC(=O)CSc1nnc(-c2ccc(N(C)C)cc2)o1
-7,CCc1cc2c(=O)c(-c3ccc(Cl)cc3)coc2cc1O
-6,O=C(CCn1c(=O)c2sccc2n(Cc2ccc([N+](=O)[O-])cc2)c1=O)NCc1ccco1
1,C=C(C)c1cccc(C(C)(C)NC(=O)N2CCN(CC)CC2)c1
5,O=C(Cn1cnc([N+](=O)[O-])n1)Nc1cc(C(F)(F)F)ccc1Cl
-7,COc1ccc(NC(=O)CN2CCN(CC(=O)Nc3ccc(OC)c(OC)c3)CC2)cc1
5,COc1ccc(C2NC(=S)N(C)C(C)=C2C(=O)Nc2ccccc2)cc1 (stereo not drawn)
0,CCSCCOC(=O)C1=C(C)NC2=C(C(=O)CC(c3ccccc3OC)C2)C1c1coc2ccccc2c1=O (stereo not drawn)
-135,O=C(O)c1cc(-c2ccc(C=Cc3cc(C(F)(F)F)[nH]c(=O)n3)o2)ccc1Cl
0,O=C(c1nc2nc(-c3ccc(Cl)cc3)cc(C(F)(F)F)n2n1)N1CCOCC1
-15,CCOc1nc(-c2ccccc2Cl)c2cc(Br)ccc2n1
-1,COC(=O)COc1ccc2c(C)c(C)c(=O)oc2c1
0,COc1cc(OC)cc(C(=O)N2CCN(C(=O)c3ccc(OC)c(OC)c3)CC2)c1
-1,COC(=O)c1ccc2c(=O)n(CCCCCC(=O)N3CCc4ccccc4C3)c(=O)[nH]c2c1
-15&-3,O=C(CN1CCN(CCC(=O)Nc2ccccc2F)CC1)Nc1ccc(F)cc1
3,O=S(=O)(NCCc1ccccc1)c1cccc2nonc12
-8,Cc1cc(Br)ccc1NC(=O)CNC(=O)Cn1c(C)cc2ccccc2c1=O
-4,Cc1ccccc1N1C(=O)CC(N(O)c2ccccc2)C1=O (stereo not drawn)
2,O=C(CCc1ccccc1)Nc1ccc(NC(=O)c2ccco2)cc1
5,CCCCCCOc1ccc(OC(=O)c2cccnc2)cc1
-3,Cc1sc(NC(=O)CSc2nnc(COc3ccccc3)o2)nc1-c1ccccc1
8,CCOC(=O)c1ccc(N2C(=O)C(=O)/C(=C(/O)c3ccc(OC)cc3)C2c2ccccc2)cc1 (stereo not drawn)
-3,CC(C)NCC(O)c1ccc(NS(C)(=O)=O)cc1 (stereo not drawn)
-15,COc1ccc(NC(=O)CSc2nc(O)cc(=O)n2-c2ccccc2OC)cc1
-8&20,CCN1CCCC1CNC(=O)CCc1nc(-c2ccc(C)cc2)no1 (stereo not drawn)
-5,Cc1cc(C)c2nc(SCc3ccccc3)nc(C)c2c1

Given comma-delimited: entries from further up.
SMILES,14-3-3 PPI
CCCCCCOc1ccc(OC(=O)c2cccnc2)cc1,5
O=C(CCn1c(=O)c2sccc2n(Cc2ccc([N+](=O)[O-])cc2)c1=O)NCc1ccco1,-6
COc1ccc(-c2c(C(F)(F)F)oc3cc(OC(=O)c4cccs4)ccc3c2=O)cc1OC,-5
CCCCN1COc2c(c3c(C(C)=O)c(C)oc3c3ccccc23)C1,25
CCn1c(COc2ccccc2)nnc1SCC(=O)C(C)(C)C,4
CCSCCOC(=O)C1=C(C)NC2=C(C(=O)CC(c3ccccc3OC)C2)C1c1coc2ccccc2c1=O (stereo not drawn),0
O=C(CN1CCN(CCC(=O)Nc2ccccc2F)CC1)Nc1ccc(F)cc1,-15&-3

Among those listed so far, these have a tert-butyl group.
14-3-3 PPI,compound
-4,CC(C)(C)CC(C)(C)NC(=O)Nc1ccc2nsnc2c1
4,CCn1c(COc2ccccc2)nnc1SCC(=O)C(C)(C)C

Further entries:
14-3-3 PPI,compound
10,COCCN1C(=O)c2ccccc2C(C(=O)N(Cc2cccs2)C2CCCC2)C1c1c[nH]c2ccccc12 (stereo not drawn)
4,Cc1sc2nc(-c3ccc(N4C(=O)CCC4=O)cc3)oc(=O)c2c1C
-10,CCCOC(=O)C1=C(C)NC2=C(C(=O)C(C(=O)OC)C(C)C2)C1c1cc(OC)c(O)c([N+](=O)[O-])c1 (stereo not drawn)
-6,O=C(COC(=O)CCNS(=O)(=O)c1ccc(Cl)cc1)NCc1ccco1
0,CC(=O)N1c2ccc(S(=O)(=O)Nc3ccc(C)c(C)c3)cc2CC1C (stereo not drawn)
-4,CC1=C(C(=O)Nc2ccccc2C)C(c2cccs2)n2nc(SCc3ccccc3F)nc2N1 (stereo not drawn)
-3,CCn1cc(C(=O)NCCN(C)C)c2cc(OC)c(OC)cc2c1=O
1,CCc1ccc2[nH]c(=O)c(CN(CCO)C(=O)NCc3ccccc3)cc2c1
1,COc1ccc(OC)c(S(=O)(=O)N2Cc3ccccc3CC2C(=O)Nc2nccs2)c1 (stereo not drawn)
-6,COc1ccc(Cl)cc1NC(=O)c1c(-c2ccccc2Cl)noc1C
0,COc1ccc(N2C(=O)CSC2c2ccc(C(C)C)cc2)cc1 (stereo not drawn)
-26,COC(=O)c1cccc(Nc2cc(C)nc3c(OC)cccc23)c1
-9,CCCCCOC(=O)c1c(C)oc2ccc(NS(=O)(=O)c3ccc(Cl)cc3)cc12
4,Cc1ccc(C2=NN(CCC(=O)NC3CC3)C(=O)CC2)cc1
-24,Cc1ccc(OCC(=O)Nc2ccc(C(C)C)cc2)cc1C
-3,COC(=O)COc1ccccc1C1NC(=S)NC(C)=C1C(=O)OC (stereo not drawn)
0,COC(=O)C1=C(C)NC(C)=C(C(=O)OC)C1c1cccc(O)c1
-15,CCOC(=O)CNC(=O)c1cnc(Nc2ccc(OC)cc2)c2ccccc12
-7,Cc1cc(=O)oc2cc(OC(C)C)ccc12
-32,O=C(Nc1nnc(-c2ccccc2I)s1)c1ccc2c(c1)OCO2
-1,COC(=O)C1=C(C)NC(C)=C(C(=O)OC)C1c1cn(-c2ccccc2)nc1-c1ccc(OC)cc1
-1,COc1ccc(C2=NN(C(=O)CCC(=O)O)C(c3cc4cccc(C)c4nc3Cl)C2)cc1OC (stereo not drawn)
7,c1ccc(CN2CCN(c3ncccn3)CC2)nc1
-8,C=CCNC(=O)c1c(NC(=O)c2cccs2)sc2c1CCC(C(C)(C)C)C2 (stereo not drawn)
-30,COc1ccc2c(C(=O)CN3CCN(CCO)CC3)c[nH]c2c1
2,CCOC(=O)C1CCCN(C(=O)c2sc3nc(C)nc(N4CCC(C)CC4)c3c2C)C1 (stereo not drawn)
1,COc1ccccc1-c1nnc(SCC(=O)NC2CCCCC2)o1
-7,Cn1c(C(=O)NC2CC2)cc2c(=O)[nH]c3ccccc3c21
1,O=C(c1cccn2c(=O)c3ccc(Cl)cc3nc12)N1CCN(c2ccc(F)cc2)CC1
-16,CCCCCN=Cc1c(C)[nH]n(-c2nc3ccccc3s2)c1=O
-1,COc1ccc(C(=O)N2N=C(C(F)(F)F)CC2(O)C(C)(C)C)cc1 (stereo not drawn)
0,COc1ccc(NC(=O)C2c3cc(OC)c(OC)cc3C(=O)N(C)C2c2ccc(SC)cc2)cc1Cl (stereo not drawn)
16,CCCCCCCNc1c2c3c(cccc3n(C)c1=O)C(=O)c1ccccc1-2
-7,Cc1ccc(-c2coc3cc4oc(=O)c5c(c4cc23)CCCC5)cc1
-12,Cc1nc2cc(NC(=O)NCc3ccco3)ccc2n1C
2,Cc1n[nH]c(C)c1S(=O)(=O)N1CC(C)CC(C)C1 (stereo not drawn)
0,O=C(CSc1nc(O)cc(=O)[nH]1)N1CCCc2ccccc21
-8,O=C(CN1C(=O)c2cccc([N+](=O)[O-])c2C1=O)Nc1cccc(C(F)(F)F)c1
-7,Cn1c(=O)c2c(-c3ccccc3)n(Cc3ccccn3)cc2n(C)c1=O
4,CC1(C)CC2CC(C)(CN2c2ccc(N3C(=O)C4CC=CCC4C3=O)cc2[N+](=O)[O-])C1 (stereo not drawn)
-9,CSc1nsc(SC)c1C(=O)NCCNC(=O)c1ccc(C)cc1
-1,CCCn1nnc(NC(=O)c2ccccc2Cl)n1
3,COc1ccccc1N(CC(=O)Nc1ccccc1C(=O)NCC(C)C)S(C)(=O)=O
-55,COc1ccc(Cl)cc1NC(=O)c1c(NCc2ccncc2)sc2c1CCC(C)C2 (stereo not drawn)
-7,CCC(=O)Nc1ccc(NC(=O)CSc2nnnn2C(C)C)cc1
-16,Cc1ccc(N2C(=O)C(C)SC23C(=O)Nc2ccccc23)cc1Cl (stereo not drawn)
-8,COc1ccc(-c2cc(=O)n(-c3nc4ccccc4s3)[nH]2)cc1
-1,CC(c1ccccc1)n1c(COc2ccc(Cl)cc2)nc2ccccc21 (stereo not drawn)
-2,O=C(CN1CCN(Cc2ccc(F)cc2)C1=O)NC1CCCCCCC1
9,CCOc1ccc(C(=O)Oc2c(S(=O)(=O)c3ccc(C)cc3)c(C)nn2C(C)(C)C)cc1
-8,COc1ccc(-n2cc(-c3ccccc3)c3c(N4CCN(CCO)CC4)ncnc32)cc1
-27,CCOc1nc(-c2ccccc2)ccc1-c1noc(-c2ccco2)n1
-7,C=CCSc1n[nH]c(-c2ccc(OCCC)cc2)n1
2,COc1cc(CCC(=O)OCn2nnc3ccccc3c2=O)cc(OC)c1OC
2,CCN1CCN(C(=O)CS(=O)(=O)Cc2nc(-c3ccc(C)cc3)oc2C)CC1
-4,COc1cc(NC(=O)c2ccc(-n3c(=S)[nH]c4ccccc4c3=O)cc2)cc(OC)c1OC
-3,Cc1ccn2c(NC(=O)c3ccc4ccccc4c3)c(-c3ccccc3)nc2c1
-5,CCOc1ncccc1C(=O)Nc1ccc(-c2cn3ccsc3n2)cc1
-6,O=C(CCCOc1ccccc1)n1nnc2ccccc21
7,O=C1CC(O)(C(F)(F)F)Oc2c1ccc1ccccc21 (stereo not drawn)

(next part)
14-3-3 PPI,compound
-10,Cc1c2occ(-c3ccc(Cl)cc3)c2cc2c3c(c(=O)oc12)CCCC3
-1,Cn1c(NCc2ccccc2O)nc2ccccc21
0,COc1ccc(N2C(=O)C(CC(=O)Nc3ccccc3)N(Cc3ccc4c(c3)OCO4)C2=O)cc1 (stereo not drawn)
1,Cc1cc(Br)ccc1NC(=O)c1ccc(F)cc1
1,CCCCOC(=O)Nc1ccc(C(=O)OCCC)cc1
18,COc1ccc(C(=O)N2CC3(C)CC2CC(C)(C)C3)cc1 (stereo not drawn)
-9,Nc1cc(=O)[nH]n1C1CCCCC1
